Screens: PubChem, several laboratories
VIM-2 inhibitor = blocks Pseudomonas aeruginosa VIM-2 metallo-beta-lactamase; AID 1527; inhibition, % at 5.6 µM; purified VIM-2, nitrocefin hydrolysis, epi-absorbance fluorescence; hit rate 0.89% among 290,000;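 active means inhibition above the mean of all tested compounds plus 3 SD, cutoff set per screening run, cut at about 7.5% in these data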;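 further: red hydrolysis product quenches plate fluorescence so inhibitors raise well fluorescence; 0% = enzyme with DMSO and 100% = DMSO without enzyme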
NS3 helicase inh = inhibitors of Hepatitis C virus NS3 helicase | hit rate 0.56% among 290,000 | NS3 helicase DNA unwinding, Cy5 molecular beacon fluorescence | inhibition, % at 10.9 µM;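 active means inhibition above the mean of all tested compounds plus 3 SD, set per campaign, cut at about 35% in these data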;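 further: 0% = DMSO wells and 100% = thioflavine S control wells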
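Assay system: hepatitis C virus NS3 helicase domain fragment enzyme. Also added: annealed dual-labelled DNA beacon duplex, ATP-started. Timing: 1 h reaction at 25 °C, ATP-initiated. Technique: Cy5 fluorescence at 0 and 60 min, beacon hairpin quenching. Evaluation: % inhibition of unwinding. Replication: one well per compound.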
IDE act = activators of human insulin-degrading enzyme in cells. activation, % at 5.96 µM. P14735. HEK cells, FAbeta-B cleavage, fluorescence polarization; 0% vehicle, 100% cell-free pure enzyme wells. hit rate 0.073% among 340,000;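 active means activation above the mean of all tested compounds plus 3 SD, set per screening campaign, cut at about 17% in these data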
IDE cell inh = cellular human IDE inhibition; HEK cells, FAbetaB cleavage, fluorescence polarization; inhibition, % at 5.59 µM; hit rate 0.41% among 320,000; AID 434962;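 active means percent inhibition above the average of all tested compounds plus 3 SD, set per screening campaign, cut at about 16% in these data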;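 further: IDE supplied by intact live HEK cells; FP after avidin binding of uncleaved biotin substrate so inhibition keeps polarization high; 0% = DMSO wells and 100% = 60 µM reference IDE inhibitor Ii1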
CRFR2-BP antag = blocks CRF-induced signaling of the CRF-BP/CRF-R2 complex | HEK293 CRF-R2/CRF-BP, CRF-induced calcium fluorescence | inhibition, % at 11.8 µM | hit rate 0.59% among 350,000;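 active means inhibition of the ligand-induced calcium signal above about 50% at the single tested concentration, limit read from the data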
GalR3 antag = blocks the human galanin receptor 3 | HEK293 GalR3-CNG cAMP membrane potential fluorescence; galR3 body fused to GalR1 C-terminus | inhibition, % at 3 µM | hit rate 0.44% among 360,000 | AID 651719;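 active means inhibition above the screen-wide average plus 3 SD, cut at about 13% in these data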;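 further: forskolin and galanin both at EC90 stimulate the cells; cAMP rise reported by CNG channel membrane potential dye signal; 0% = forskolin plus galanin with DMSO and 100% = forskolin alone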
Target sequence (O60755 1-299 limits assumed): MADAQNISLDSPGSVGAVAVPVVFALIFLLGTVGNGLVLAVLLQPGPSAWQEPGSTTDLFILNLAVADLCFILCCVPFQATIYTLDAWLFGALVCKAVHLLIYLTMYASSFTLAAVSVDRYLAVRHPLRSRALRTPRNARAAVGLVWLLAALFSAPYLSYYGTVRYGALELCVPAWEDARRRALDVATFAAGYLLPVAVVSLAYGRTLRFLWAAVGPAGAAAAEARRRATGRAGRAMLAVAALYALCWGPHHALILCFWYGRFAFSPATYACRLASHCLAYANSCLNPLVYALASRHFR
pCIP destab = p/CIP protein destabilization; Q05BA5; AID 1984; decrease of EGFP signal, % at 10 µM; F442A p/CIP-EGFP cells, EGFP fluorescence, 16 h; hit rate 0.01% among 290,000;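 active means EGFP signal decrease of at least 30% at 10 µM or well 3 SD below plate mean, unless failing retest; inactive means the rest, including hits failing retest or dose response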; further: some compounds called inactive have numbers as strong as hits; many of its hits are not listed in these tables
SUMO HTRF inh = blocks human SUMOylation mediated by UBC9; HTRF SUMOylation assay, SAE1/SAE2 + UBC9, in vitro; inhibition, % at 35 µM; hit rate 0.36% among 290,000; in the data active means inhibition above about 50%, passing the limit was not always enough; further: strong numbers were not always called active
Target sequence (P63279 whole entry, looked up): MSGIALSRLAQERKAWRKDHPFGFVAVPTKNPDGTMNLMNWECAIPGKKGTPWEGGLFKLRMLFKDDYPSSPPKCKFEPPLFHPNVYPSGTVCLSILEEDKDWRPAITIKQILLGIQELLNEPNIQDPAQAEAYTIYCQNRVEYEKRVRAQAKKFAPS
IMP-1 inhibitor = inhibitors of Pseudomonas aeruginosa IMP-1 metallo-beta-lactamase. purified IMP-1, nitrocefin hydrolysis, epi-absorbance fluorescence. inhibition, % at 5.6 µM. hit rate 0.45% among 290,000. AID 1556;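 active means inhibition above the mean plus 3 SD of all compounds in the same screening run, cut at about 4.5% in these data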;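 further: 0% = IMP-1 with DMSO and 100% = DMSO wells lacking enzyme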
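Assay system: purified IMP-1; Quantity: IMP-1 0.2 nM before substrate addition; Medium: HEPES buffer pH 7.1 with ZnSO4 and Brij 35; Incubation: 15 min enzyme–compound preincubation, then 25 min nitrocefin reaction, 25 °C; Signal: fluorescence quenching readout, ex 480/em 530 nm; Controls: DMSO with and without IMP-1; Repeats: singlicate testing.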
An asterisk follows results filed as active; · = no result given.

SMILES	VIM-2 inhibitor	NS3 helicase inh	IDE act	IDE cell inh	CRFR2-BP antag	GalR3 antag	pCIP destab	SUMO HTRF inh	IMP-1 inhibitor
O=C(NCC1CCCO1)c1ccc(NC(=O)c2cccc(Cl)c2)cc1 (stereo not given)	·	·	4	10	-16	7	·	·	·
Clc1ccc(CNCc2cccs2)cc1Cl	-5.2	-1	4	1	13	-1	-8	-2	-3.6
O=C(NC1CCCC1)C1(c2ccccc2)CCN(S(=O)(=O)c2ccccc2)CC1	3.0	3	4	2	1	-5	-6	0	-3.4
CCOC(=O)C1=C(C)NC(SC)=C(C#N)C1CC(C)C (stereo not given)	-0.3	-16	0	6	2	-4	-23	1	-1.6
O=C(NCCN1CCOCC1)c1cc(=O)[nH]c2ccc(Br)cc12	-1.3	4	5	-3	1	0	0	15	0.0
O=C(NCc1ccc(F)cc1)C1CCCN1S(=O)(=O)c1cccc2nsnc12 (stereo not given)	-1.8	19	-6	5	-5	-7	-9	16	3.5
Cc1ccc(S(=O)(=O)NNC(=O)Nc2ccccc2F)c(C)c1	-6.4	2	1	5	6	-2	-15	-5	-1.8
Cc1ccc(OCCCCNC2CCCCC2)c(C)c1	-1.8	-6	5	2	-50	-6	-10	15	-1.7
NC(=S)Nc1cccc2cc3ccccc3cc12	1.8	18	-2	8	-3	-6	-51	18	-1.0
OC(COCc1ccccc1)Cn1cnc2ccccc21 (stereo not given)	-6.7	4	7	-2	2	-8	3	-18	-2.3
CCNC(=O)COc1ccc(S(=O)(=O)Nc2ccccc2)cc1	0.1	2	2	1	-4	·	-5	5	-5.2
O=C(Nc1ccc2c(c1)OCCO2)c1cccc(Cl)c1	0.9	3	5	1	-7	-13	2	5	-0.5
CCc1c(C(=O)Nc2ccc(OC)cc2)[nH]c(C)c1C(C)=O	-3.6	-1	12	-3	9	-5	19	27	0.4
Cc1cccc(COc2ccccc2/C=N/Nc2ccc([N+](=O)[O-])cc2)c1	-2.5	-2	-2	5	-45	4	4	7	-3.8
N#Cc1cnn(-c2ccccc2)c1NC(=O)CN1CCN(c2ccccc2)CC1	-0.3	-7	·	7	-10	0	-3	-12	-3.3
CC(=O)N1CCCc2cc(S(=O)(=O)N(C)Cc3ccccc3)ccc21	-4.9	-5	-5	3	8	-6	4	8	-2.8
Oc1cccc2ccc(/C=C/c3ccccc3Br)nc12	-0.3	16	-2	6	-2	-8	4	11	-0.8
O=c1[nH]c(-c2ccc3c(c2)OCO3)nc2c1sc(=S)n2-c1ccccc1	-0.4	1	1	4	22	-5	-1	7	-2.5
CC(C)(C)OC(=O)C[C@H]1C/C=C\C[C@@H](CC(=O)N[C@H](CO)Cc2ccccc2)C(=O)NC[C@@H](c2ccccc2)OC1=O	·	·	3	3	-2	-4	·	·	·
COc1cccc(/C=N/n2c(CO)nc3ccccc32)c1OC	0.9	1	-2	-1	-24	-4	-2	10	-2.7
CCC(O)c1c(-c2ccccc2)nn(C)c1Cl (stereo not given)	-1.2	0	-7	1	14	5	-2	14	1.8
COC(=O)CCC(=O)OC1(C)C(=O)C2=CN(CC3CC3)C(c3ccc(OC)cc3)=CC2=C(Br)C1=O (stereo not given)	·	·	-5	1	6	·	-8	34	·
Cc1ccc(Nc2nc3ccccc3n3cnnc23)cc1Cl	-1.8	-17	0	5	-1	-8	-3	32	-2.0
O=C(c1ccc(F)cc1)N1CCC(C(=O)N(Cc2ccccc2)c2ccccc2)CC1	·	·	-1	-2	6	-2	·	·	·
CCNS(=O)(=O)c1ccc(NS(C)(=O)=O)cc1	1.6	0	5	-1	6	1	-3	2	1.6
COc1cc(C(=O)NC(=S)NNC(=O)[C@H]2C[C@@H]2c2ccccc2)cc(OC)c1OC	-3.2	8	6	-1	13	-3	-11	-62	-4.8
CCOc1ccc(N2C(=O)CC(N3CCN(c4ccccc4OC)CC3)C2=O)cc1 (stereo not given)	0.7	-6	-3	10	21	-6	-2	13	1.5
CC(OC(=O)CNS(=O)(=O)/C=C/c1ccccc1)C(=O)Nc1ccc(S(=O)(=O)N2CCCC2)cc1 (stereo not given)	-3.2	2	6	-6	-6	-5	1	0	-4.0
S=C(NCc1ccncc1)Nc1ccc(Cl)cc1	-1.9	30	-2	6	-3	-4	-11	8	-4.7
COc1ccc(CNC(=O)c2cc(S(=O)(=O)N3CCCCC3)ccc2Cl)cc1OC	·	·	1	3	-7	-4	·	·	·
CCN1C(=O)[C@H]2[C@@H](c3ccc(-c4cccc(Cl)c4)c(OC)c3)N3CCCC[C@@]3(C(=O)OC)[C@H]2C1=O	·	·	-3	3	-14	-7	·	·	·
CCN(CC)CCNCc1cc(Cl)ccc1OCc1ccccc1F	-3.8	-17	-3	-1	-16	-7	-3	24	-3.8
Cc1ccc(S(=O)(=O)NC2CC2)cc1[N+](=O)[O-]	-0.4	-5	2	1	-1	-10	-11	17	0.3
COc1ccc(/C=C/C(=O)NC(C)(C)C)cc1S(=O)(=O)N1CCOCC1	-1.9	-9	-4	2	4	-10	0	14	-2.4
c1ccc(-c2nnc(-c3ccccn3)nn2)nc1	·	·	6	-2	-6	-3	·	·	·
CCOC(=O)C1CCN(c2cc3c(cc2NC(=O)c2ccc(F)cc2)n(C)c(=O)n3C)CC1	0.1	3	1	0	-8	2	7	11	-1.1
COc1ccc(C(=O)OCC(=O)N(C)C2CCS(=O)(=O)C2)cc1Br (stereo not given)	·	·	2	-6	-2	-1	·	·	·
COc1cccc(CNC(=O)C2Cc3cc(S(=O)(=O)N4CCCC4)ccc3N2C(C)=O)c1OC (stereo not given)	0.8	15	8	-6	-16	4	2	-4	-0.1
COc1cc2c(cc1OC)C(c1ccccc1O)N(C1CC(=O)N(c3ccccc3)C1=O)CC2 (stereo not given)	-4.8	8	6	0	21	3	-12	-1	-3.7
COc1cccc(C2CC(c3cccs3)=NN2C(=O)CSc2nc3ccccc3o2)c1OC (stereo not given)	-1.1	7	5	-3	24	-1	-6	1	-3.5
N#CCC(=O)N/N=C/c1ccc(OS(=O)(=O)c2ccccc2)cc1	-5.3	13	5	-2	2	-6	-7	-7	-2.2
COc1ccc(-c2cnnn2-c2ccc(NC(=O)/C=C/c3ccc(OC)c(OC)c3)cc2)cc1	-2.3	7	12	-6	-24	-3	0	-4	-3.0
O=C(CSc1ccccc1)Nc1nc2ccccc2[nH]1	-2.0	1	1	0	-39	-4	1	1	-3.4
COc1ccc2c(c1)C1=NN(/C(C)=C\C(C)=O)C(c3ccccc3)C1CC2 (stereo not given)	-0.9	4	-6	3	-12	-6	-4	-18	-0.2
NC(=O)NC(=O)COC(=O)c1ccc2c(c1)C(=O)N(Cc1ccccc1)C2=O	-1.8	-1	-8	-1	34	-4	-1	15	-2.9
CC(Cc1ccc(Cl)cc1)N1CCC(n2nccc2NC(=O)C2CCCC2)CC1 (stereo not given)	-0.4	-27	1	6	-9	1	-9	-9	-3.2
CC1Cc2ccccc2N1C(=O)C1CCCN(S(=O)(=O)c2cccc3cccnc23)C1 (stereo not given)	-1.9	13	-2	6	22	-2	6	21	-3.5
Cc1cc2c(=O)n(Cc3ccco3)c(SCC(=O)NCc3ccco3)nc2s1	-0.4	8	-2	0	4	-1	6	-9	-4.9
COc1ccc(C(=O)NC(C)CCCC(C)(C)O)cc1OC1CCN(C(C)=O)CC1 (stereo not given)	-1.2	-4	3	·	10	-9	-2	0	-0.3
Cc1nnc(SCC(=O)Nc2ncc(S(=O)(=O)c3ccc([N+](=O)[O-])cc3)s2)s1	-1.6	4	3	0	14	-3	4	-7	-1.7

Next part
SMILES	VIM-2 inhibitor	NS3 helicase inh	IDE act	IDE cell inh	CRFR2-BP antag	GalR3 antag	pCIP destab	SUMO HTRF inh	IMP-1 inhibitor
O=C(N/N=C/c1ccc2c(c1)OCO2)c1cccnc1	-0.2	-3	5	6	-4	-9	0	16	-3.6
O=C(O)CCCSCC(=O)Nc1ccccc1	-2.7	-6	-1	0	8	-5	-6	10	1.2
CN(Cc1ccccc1)C(=O)c1ccc(NC(=O)C2=CSCCO2)cc1	0.8	16	2	0	-5	-7	3	-13	-0.9
CCCOC(=O)c1[nH]c2c(c1C)C(=O)CC(c1cc(OC)c(OC)c(OC)c1)C2 (stereo not given)	-1.6	-5	-13	3	-8	-1	-24	-12	-0.8
CCCC(=O)Nc1ccc(NC(=O)c2cc3ccccc3o2)c(OC)c1	-1.0	-3	2	8	3	-10	3	16	-5.6
O=C(CCS(=O)(=O)c1cccc2nonc12)N1CC(=O)N(CCc2ccccc2)C(=O)C1	-4.0	8	-1	1	-2	-3	-4	14	-2.5
CCOC(=O)c1c(C)[nH]c(N=Nc2ccccc2Cl)c1C	-0.6	1	12	-3	9	-1	-4	-17	-0.3
Cc1ccc(OCC(=O)OCC(=O)c2c(N)n(C)c(=O)n(C)c2=O)cc1C	-3.3	-2	0	-2	8	-2	10	-1	-3.0
Cc1c(NC(=O)C(C)OC(=O)CCc2c[nH]c3ccccc23)c(=O)n(-c2ccccc2)n1C (stereo not given)	·	·	-3	-2	3	-6	·	·	·
O=C(NCCCn1ccnc1)C(=O)NCC1OCCN1S(=O)(=O)c1ccccc1 (stereo not given)	4.9	7	2	-4	-15	-4	21	-18	13*
CSc1nc2ccc(NC(=O)c3ccco3)cc2s1	-1.2	8	-1	6	8	-2	-8	13	-6.2
Cc1ccc(C(=O)c2cn[nH]c2-c2ccccc2O)cc1	-2.9	-9	5	2	-6	-2	2	23	-2.5
C=CCNC(=O)c1onc(CSc2ccc(F)c(F)c2)c1C(=O)NCC=C	·	·	-10	2	2	-5	·	·	·
CCCCNS(=O)(=O)c1ccc(NS(=O)(=O)c2c(C)cc(C)cc2C)cc1	-2.2	-7	5	0	-60	-6	-7	7	-2.3
FC(F)(F)c1cc(-c2ccco2)nc2ncnn12	-3.9	-6	4	-2	-11	-3	-8	29	-1.1
CCC1(c2ccccc2)NC(=O)N(CC(=O)NC2CCCCCC2)C1=O (stereo not given)	·	·	3	0	-12	-5	·	·	·
COc1ccc(-c2cc(-c3n[nH]c(=S)n3-c3cc(OC)ccc3OC)[nH]n2)cc1	-3.4	15	2	0	1	24*	-11	-18	-2.2
Cc1ccn2c(Nc3ccccc3)c(-c3ccccn3)nc2c1	-2.9	-4	3	2	4	3	1	-38	-4.7
Cc1nn(-c2ccccc2)c(C)c1NC(=O)COC(=O)CCOc1ccccc1	·	·	-3	4	7	-1	·	·	·

Full records as entered above. Values in the order: VIM-2 inhibitor | NS3 helicase inh | IDE act | IDE cell inh | CRFR2-BP antag | GalR3 antag | pCIP destab | SUMO HTRF inh | IMP-1 inhibitor
Cc1ccc(C(=O)c2cn[nH]c2-c2ccccc2O)cc1 in the list: -2.9 | -9 | 5 | 2 | -6 | -2 | 2 | 23 | -2.5
CSc1nc2ccc(NC(=O)c3ccco3)cc2s1 in the list: -1.2 | 8 | -1 | 6 | 8 | -2 | -8 | 13 | -6.2
